# miR-122 sensor: blocks miR-122 activity in Huh7 sensor cells; Huh7 miR-122 Renilla luciferase sensor, 48 h; neutral wells = 0, positive control = 100; activation (reporter increase), % at 12.5 µM; 340,000 tested, 0.3% active;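 active = mean replicate activation score at least 90 and every replicate individually at or above 90; inconclusive = only one of the two criteria met; inactive = neither criterion met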;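 note: higher luciferase means less miR-122 activity so hits act as miR-122 inhibitors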
# GSIS activator: GLuc luminescence reporter in INS-1E cells, primary screen for activators of glucose-dependent secretion of insulin; AID 743287; activation, % at 16.6 µM; 370,000 tested, 0.61% active; INS-1E GLuc reporter insulin secretion, 2-3 h;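 active = lowest replicate activation of at least 40%, so every replicate reaches that level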;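 note: 0% = median of neutral control wells and 100% = median of IBMX positive control wells; some compounds called inactive have numbers as strong as hits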
# F508del corr: correctors of CFTR F508del function in bronchial epithelial cells. 350,000 tested, 0.36% active. activity (quench increase), % at 7.58 µM. CFBE cells, YFP halide quenching; stimulated with forskolin plus potentiator P3; % fluorescence drop versus neutral controls;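 active = mean added fluorescence quench of at least 8% versus neutral control, with both replicates also reaching 8%; inconclusive = only one of the mean or replicate conditions met; inactive = mean below 8% and not both replicates reaching 8%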;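 note: cells transiently co-express mutant CFTR-F508del with the halide-sensitive YFP; corrector assay measuring rescue of mutant channel to the surface after 24 h compound exposure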
# PAX8 inh HTS: inhibitors of PAX8 transcriptional activity in RMG-I cells; 360,000 tested, 1.2% active; inhibition, % at 12.6 µM; RMG-I TPO-luciferase reporter, SteadyGlo, 24 h;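 active = mean replicate inhibition at least 60% with every replicate also reaching 60%; inconclusive = only one of the two criteria is met; inactive = mean below 60% and not all replicates reaching 60%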;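 note: luciferase light reporting Pax8 driven TPO promoter activity; plate controls were median of neutral control wells for no effect and mitoxantrone controls for full effect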
# DENV2 CPE rescue: inhibitors of DENV2 cytopathic effect. DENV2-infected cells, cytopathic effect rescue, plate reader. CPE inhibition, % at 9.99 µM. 350,000 tested, 1.7% active. AID 651640; in the data active = CPE inhibition above about 20%, passing the limit was not always enough; inconclusive = no clear call, values can overlap the other calls; tested in BHK-21 cells;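 note: 0% = median of neutral control wells and 100% = median of positive control wells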
# EWS-Fli inh: inhibitors of EWS/Fli oncoprotein transcriptional activity | AID 651661 | A673 NR0B1-luciferase reporter, viability-normalised | 350,000 tested, 0.67% active | inhibition, % at 12.6 µM;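 active = mean inhibition of at least 50% after viability correction, with every replicate also passing that limit; inconclusive = mean reaches 50% but only one of two replicates passes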;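 note: firefly luciferase signal divided by Alamar Blue viability fluorescence both relative to DMSO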
# FN deposition inh: fibronectin deposition inhibition | AID 743247 | inhibition, % at 12.6 µM | AH1F fibroblasts, Alexa488-fibronectin deposition fluorescence, overnight | 350,000 tested, 0.086% active;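 active = mean inhibition across replicates of 30% or more, regardless of how many single replicates reach that level; inconclusive = mean under 30% yet at least half of replicates reach 30%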;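 note: positive control wells lacked labelled fibronectin entirely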
#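 Test system: AH1F fibroblast monolayer depositing Alexa488-labelled fibronectin into matrix. Input: 10000 cells per well. Technique: fluorescence, ex 485 nm, em 525 nm. Buffer or medium: DMEM plus 2% serum, read in PBS. Timing: 1 h cell adhesion before compound, then overnight fibronectin incubation. Compound: single dose, pinned. Read-out basis: inhibition from reduced deposited-fibronectin fluorescence.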
# Numbers without * were called inactive; ? = inconclusive; nt = no result given; & = joins results of further samples; [ ] = another dose, or the depositor's remark.
# Sample of the layout (two entries):
# The line under a structure holds: miR-122 sensor	GSIS activator	F508del corr	PAX8 inh HTS	DENV2 CPE rescue	EWS-Fli inh	FN deposition inh
CCc1cc(=O)oc2cc(OCC(=O)NCCN3CCOCC3)c(Cl)cc12
    2	21	2.0	-4	0	nt	3
COc1ccc(NC(=O)N(C)C[C@H]2OCCCC[C@@H](C)Oc3ccc(NC(=O)Nc4c(C)noc4C)cc3C(=O)N([C@H](C)CO)C[C@@H]2C)cc1
    -1[16.7 µM]	11	-1.6	-6	-10	-8	nt

# The listing, repeating the preview:
# The line under a structure holds: miR-122 sensor	GSIS activator	F508del corr	PAX8 inh HTS	DENV2 CPE rescue	EWS-Fli inh	FN deposition inh
CCc1cc(=O)oc2cc(OCC(=O)NCCN3CCOCC3)c(Cl)cc12
    2	21	2.0	-4	0	nt	3
COc1ccc(NC(=O)N(C)C[C@H]2OCCCC[C@@H](C)Oc3ccc(NC(=O)Nc4c(C)noc4C)cc3C(=O)N([C@H](C)CO)C[C@@H]2C)cc1
    -1[16.7 µM]	11	-1.6	-6	-10	-8	nt
CO[C@@H](CN(C)C(=O)c1ccc2c(c1)OCO2)[C@@H](C)CN([C@@H](C)CO)S(=O)(=O)c1ccc(C)cc1
    nt	-2	-0.6	nt	-4	-5	-9
CN(C)CCOc1ccc(/C(=C(/CCCl)c2ccccc2)c2ccccc2)cc1
    -4	104*	3.3	-2	-6	23	3
O=C(C[C@@H]1CC[C@@H]2[C@H](COC[C@@H](O)CN2Cc2cccc(C(F)(F)F)c2)O1)NCc1ccncc1
    3[16.7 µM]	0	1.2	-2	-3	4	3
CN1OC[C@@H]2CN(C(=O)C(C)(C)C)[C@H](c3cccc(N4CCOCC4)c3)C[C@@H]21
    -2	13	3.0	5	15	-6	-3
CCN(C(=O)c1c(N)cnn1C)c1ccccc1
    nt	-1	-2.2	-3	nt	18	-4
CC(=O)Oc1cccc(N2C(=O)c3ccc(C(=O)O)cc3C2=O)c1
    -10	nt	nt	3	nt	nt	1
Cc1ccc(CN2CCN(Cc3nc4ccccc4nc3C)CC2CCO)cc1 (configuration not stated)
    -7	nt	2.4	10	2	1	-1
COc1ccc(-c2csc(N(CCCN(C)C)C(=O)c3ccccc3C)n2)cc1
    6	-14	-7.1	12	-7	26	2

# Later entries
# The line under a structure holds: miR-122 sensor	GSIS activator	F508del corr	PAX8 inh HTS	DENV2 CPE rescue	EWS-Fli inh	FN deposition inh
Cc1cc(NC(=O)CCC(=O)N(Cc2ccco2)C2(C(=O)NC3CCCC3)CCCCC2)no1
    -4	-5	-0.4	14	0	6	-11
Cc1cc(C(=O)Nc2cccc3c2O[C@H](CN(C)Cc2ccc(C(=O)O)cc2)[C@@H](C)CN([C@@H](C)CO)C3=O)n(C)n1
    0[16.7 µM]	-14	-0.2	-5	3	nt	nt
COc1ccc2c3c([nH]c2c1)[C@H](CO)N(C(=O)c1ccc(F)cc1)CC31CN(C(=O)Nc2cccc(F)c2)C1
    nt	8	0.1	nt	-7	18	nt
CC1=C(C(=O)OCC2CCCO2)C(c2coc3ccc(Cl)cc3c2=O)C2=C(CCCC2=O)N1 (configuration not stated)
    -2	-14	0.0	35	-5	9	-4
N#C[C@@H]1[C@H](c2ccccc2-c2cccc(F)c2)[C@@H](CO)N1C(=O)C1CCCC1
    nt	-19	0.9	nt	?	14	-2
Cc1cc(NC(=O)c2ccccc2C)n(-c2cccc(F)c2)n1
    nt	1	-0.6	4	-6	0	5
COC(=O)C1=C(C(=O)OC)[C@@H]2N(C)c3ccccc3[C@@]23C[C@@H](C(=O)OC)N(C(=O)C2CCC2)C3=N1
    nt	-1	-0.3	5	-18	4	-10
CN(C)c1ccc(CC(=O)N2CCCC(c3cc(C(=O)Nc4ccc(C(C)(C)C)cc4)no3)C2)cc1 (configuration not stated)
    -8	-4	4.6	58	0	30	3
O=C(CSc1n[nH]c(=O)n1C1CC1)Nc1ccc(OC(F)(F)F)cc1
    -3	-6	3.0	6	-3	-2	8
CCOc1ccc(-c2cccc(NS(=O)(=O)c3cc([N+](=O)[O-])ccc3Cl)c2)nn1
    45	-13	-3.2	0	10	-15	2

# (cont.)
# The line under a structure holds: miR-122 sensor	GSIS activator	F508del corr	PAX8 inh HTS	DENV2 CPE rescue	EWS-Fli inh	FN deposition inh
Cc1ccccc1NC(=O)C1=CC=CN2CCS(=O)(=O)N=C12
    -1	-4	5.3	-21	0	-10	-9
C/C(=N\NC(=O)Cc1ccc(O)cc1)c1cccnc1
    2	9	0.5	-2	-12	nt	nt
Cc1noc(C)c1S(=O)(=O)N(C)C[C@H]1OCCCC[C@@H](C)Oc2ccc(NS(=O)(=O)c3cn(C)cn3)cc2C(=O)N([C@@H](C)CO)C[C@@H]1C
    6[16.7 µM]	-7	-2.2	-39	5	-2	-3
Cc1ccc(S(=O)(=O)N(C)C[C@@H]2OCCCC[C@@H](C)Oc3ccc(NS(C)(=O)=O)cc3C(=O)N([C@@H](C)CO)C[C@H]2C)cc1
    0[16.7 µM]	-3	4.7	-8	36*	-13	-3
O=C(NCc1ccc(F)cc1)c1cc(C2CCCN(C(=O)CCCc3ccccc3)C2)on1 (configuration not stated)
    1	-24	1.0	-26	10	3	-4
Oc1ccc(C[C@H]2CN([C@@H](Cc3ccc(O)cc3)CN3CCC[C@@H]3CN3C(=S)NC[C@@H]3Cc3ccccc3)C(=S)N2CCc2ccccc2)cc1
    -6	-2	2.2	22	7	31	-5
C[C@@H]1CN([C@@H](C)CO)S(=O)(=O)c2ccc(Br)cc2O[C@H]1CN(C)C(=O)c1ccccc1
    -4	-9&17	-2.6&3.1	6	1&-6	-2&3	0&-8
CCNC(=O)Nc1ccc2c(c1)C(=O)N(C)[C@H]1CC[C@@H](CC(=O)N[C@H](C)c3ccccc3)O[C@@H]1CO2
    nt	-5	nt	-19	-2	1	-9
CCOc1ccccc1CNC(=O)C1CCCN(c2nnc(C)c3c(C)n(-c4ccccc4)nc23)C1 (configuration not stated)
    0	10	-6.7	81*	5	63*	11
CC(=O)c1ccc(OCC(=O)NCC(c2ccco2)N2CCCCC2)cc1 (configuration not stated)
    nt	-1	1.9	-2	2	5	nt

# Next records.
# The line under a structure holds: miR-122 sensor	GSIS activator	F508del corr	PAX8 inh HTS	DENV2 CPE rescue	EWS-Fli inh	FN deposition inh
COc1ccc(NS(=O)(=O)c2cc(NC(=O)c3ccc(Cl)cc3)ccc2N2CCOCC2)cc1
    ?	-7	3.6	50	-3	34	6
CCC(c1nc2ccccc2[nH]1)n1c(-c2ccc3ccccc3c2)nc2ccccc21 (configuration not stated)
    nt	1	-1.3	8	6	13	6
O=C(C[C@@H]1C[C@@H]2c3cc(NS(=O)(=O)c4ccc(F)cc4)ccc3O[C@@H]2[C@H](CO)O1)NCc1cc(F)ccc1F
    -3[16.7 µM]	-14	2.4	nt	-4	9	11
C[C@@H]1CN([C@H](C)CO)C(=O)c2cc(NC(=O)Nc3ccccc3)ccc2O[C@@H](C)CCCCO[C@H]1CN(C)Cc1ccc(C(=O)O)cc1
    0[16.7 µM]	10	-1.1	-8	1	-5	2
CN1CCN(CC#CCn2c3ccccc3c3ccccc32)CC1
    0	16	-2.4	nt	-1	-5	nt
OC(c1ccccc1)(c1ccccc1)C1CCN(CCCOc2ccc(-c3cncnc3)cc2)CC1
    nt	-19	0.4	-11	-7	16	6
COc1ccc(-c2cc(C(=O)N3CCN(C(=O)c4ccco4)CC3)[nH]n2)cc1
    -2	4	-2.3	-13	?	-11	3
O=C(NNC(=O)c1ccc(Cl)c(Cl)c1)c1cccnc1
    1	6	-1.1	2	-3	-2	nt
CCCNC(=O)N1CC2(CCN(CC3CCOCC3)CC2)c2c(n(C)c3cc(OC)ccc23)[C@@H]1CO
    nt	14	0.8	nt	12	1	nt
Cc1[nH]c2ccccc2c1C(=O)C(=O)Nc1ccc2c(c1)OCCO2
    3	-9	-0.9	-181	-4	-105	6

# Remaining list, next part
# The line under a structure holds: miR-122 sensor	GSIS activator	F508del corr	PAX8 inh HTS	DENV2 CPE rescue	EWS-Fli inh	FN deposition inh
COc1ccccc1OCCNC(=O)c1c(-c2ccccc2Cl)noc1C
    -6	-19	-0.1	nt	-4	1	6
CN1CCN(C(=O)C[C@H]2C=C[C@@H](NC(=O)Cc3ccccn3)[C@H](CO)O2)CC1
    4[16.7 µM]	10	-0.7	-6	-5	-5	-8
CS(=O)(=O)c1ccc2nc(NC(=O)C3CC(=O)N(c4ccccc4)C3)sc2c1 (configuration not stated)
    12	2	-4.2	12	-2	-4	-3
O=C(Cc1cc(=O)[nH][nH]1)N/N=C/c1c(F)cccc1Cl
    nt	3	-2.2	22	-1	3	-8
COc1ccc(C(=O)C2CCCN(C(=O)c3cccc(Cl)c3F)C2)cc1OC (configuration not stated)
    15	24	-3.3	-9	-2	-5	-13
CCOC(=O)c1cn(CC(=O)Nc2cccc(Cl)c2)nn1
    nt	-6	-1.3	-10	3	4	nt
O=C(c1ccc(F)cc1)C(CN1CCOCC1)c1ccccc1 (configuration not stated)
    -18	-17	-1.3	nt	-4	57*	nt
CCn1c(COc2ccc3c(c2)OCO3)nnc1SCC(=O)c1ccc(Cl)cc1
    0	nt	nt	?	nt	nt	8
COC(=O)C[C@@H]1CC[C@@H]2[C@H](COc3ccc(NC(=O)C4CC4)cc3C(=O)N2C)O1
    7[16.7 µM]	3	0.4	23	-1	29	6
C#CCNC(=O)C1=C[C@@H](C2CC2)[C@H](CCCO)[C@@H](OCC)O1
    -7	2	0.0&2.0	0&-25	-1&-6	-7&-4	0

# (further entries)
# The line under a structure holds: miR-122 sensor	GSIS activator	F508del corr	PAX8 inh HTS	DENV2 CPE rescue	EWS-Fli inh	FN deposition inh
CN=C(Nc1cccnc1)c1cccc(C(F)(F)F)c1
    1	15	0.1	6	8	-17	1
CC1(C(=O)NCc2ccc(Cl)c(Cl)c2)Oc2ccccc2NC1=O (configuration not stated)
    nt	-30	1.7	8	1	3	5
CCC(=O)N(C)C[C@@H]1[C@H](c2ccc(-c3cccnc3)cc2)[C@H](CO)N1C(C)=O
    0[16.7 µM]	4	-0.7	11	-4	-1	-4
O=S(=O)(c1ccc(NCc2ccc(F)cc2)nc1)N1CCCC1
    -3	2	-3.1	4	5	1	-10
Cc1ccc(N2CC(C(=O)Nc3nccs3)CC2=O)cc1 (configuration not stated)
    0	19	nt	nt	nt	nt	9
CC(C)Oc1ccc(NC(=O)CCC(=O)O)cc1
    -3	nt	nt	-19	nt	nt	4
CCCNC(=O)C[C@H]1CC[C@H]2[C@@H](COc3ccc(NC(=O)C4CCCC4)cc3C(=O)N2C)O1
    nt	-8	-1.7	nt	-6	4	4
O=C(C[C@@H]1CC[C@H](NS(=O)(=O)c2ccccc2)[C@@H](CO)O1)NCc1ccc(Cl)c(Cl)c1
    nt	-13	-2.0	21	3	1	-6
O=C(CCN1CCCCC1)Nc1ccccc1
    -4	13	0.0	-7	9	-10	1
O=C(Nc1cccnc1)c1cc(-c2ccc3c(c2)OCO3)on1
    0	1	nt	nt	nt	nt	-13
COc1ccc(-c2nn(-c3ccccc3)cc2/C=C\C(=O)N2CCOCC2)cc1[N+](=O)[O-]
    nt	13	1.0	14	-3	5	26
CC(C)NC(=O)C1(C)CCCN1C(=O)c1cc(C#N)cs1 (configuration not stated)
    -3	16	0.2	-4	3	-5	5

# Shown field by field: entries from further up
CN=C(Nc1cccnc1)c1cccc(C(F)(F)F)c1
  miR-122 sensor: 1; GSIS activator: 15; F508del corr: 0.1; PAX8 inh HTS: 6; DENV2 CPE rescue: 8; EWS-Fli inh: -17; FN deposition inh: 1
CC1(C(=O)NCc2ccc(Cl)c(Cl)c2)Oc2ccccc2NC1=O (configuration not stated)
  miR-122 sensor: nt; GSIS activator: -30; F508del corr: 1.7; PAX8 inh HTS: 8; DENV2 CPE rescue: 1; EWS-Fli inh: 3; FN deposition inh: 5
